MazF activator = activators of E. coli MazEF toxin-antitoxin RNase | 350,000 compounds, 0.32% hits | P0AE70 | FAM/BHQ RNA-DNA oligo cleavage fluorescence, 5 h | AID 504720 | activation, % at 20 µM; in the data active = activation above about 50%
Target sequence (P0AE70 whole entry, looked up): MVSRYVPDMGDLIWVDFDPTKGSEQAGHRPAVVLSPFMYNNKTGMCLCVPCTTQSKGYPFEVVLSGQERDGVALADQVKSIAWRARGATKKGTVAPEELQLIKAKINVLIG
SSB-PriA inh = blocks PriA binding to SSB C-terminal tail; 430,000 compounds, 0.6% hits; inhibition, % at 33 µM; AID 1272365; AlphaScreen SSBct-PriA binding, biotinylated peptide; in the data active = inhibition mostly above about 37%, no sharp cut-off; inactive = mostly below about 20%;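 note: plate controls were negative control peptide for no effect and reference peptide for full effect; strong numbers were not always called active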
CCHF vOTU inh = CCHFV vOTU protease inhibition. Pep-AMC fluorescence. inhibition, % at 11.5 µM. AID 651958. 370,000 compounds, 0.55% hits; in the data active = inhibition above about 30%; note: 0% = vehicle wells with enzyme and 100% = no enzyme wells
PrPC TRFRET = inhibitors of human cell surface prion protein PrPC; P04156; TR-FRET read-out; inhibition, % at 13.8 µM; 370,000 compounds, 0.43% hits; AID 720596; in the data active = inhibition above about 24%; note: 0% = median of the test wells and 100% = reference compound wells
Vc quorum ag = quorum light induction in luxS cqsA deficient V. cholerae. AID 588436. 350,000 compounds, 0.16% hits. activation, % at 18.7 µM. V. cholerae BH1578 lux reporter, luminescence, 6 h; in the data active = activation mostly above about 9.7%, no sharp cut-off; note: not every result past the cut was called active; inactives centre near 0; reference of the scale not given here
Y pestis TopoI = blocks Yersinia pestis topoisomerase I activity; activity, % at 10 µM; 360,000 compounds, 0.064% hits; AID 504884; Y. pestis Topo-I cleavage product accumulation, plate reader; in the data active = activity above about 50%, passing the limit was not always enough; note: inactives centre near 2
VHR inh abs = blocks human VHR1 dual specificity phosphatase; inhibition, % at 13.3 µM; P51452; 290,000 compounds, 0.52% hits; recombinant VHR phosphatase, pNPP absorbance; in the data active = inhibition above about 50%; note: some compounds called inactive have numbers as strong as hits
Target sequence (P51452 whole entry, looked up): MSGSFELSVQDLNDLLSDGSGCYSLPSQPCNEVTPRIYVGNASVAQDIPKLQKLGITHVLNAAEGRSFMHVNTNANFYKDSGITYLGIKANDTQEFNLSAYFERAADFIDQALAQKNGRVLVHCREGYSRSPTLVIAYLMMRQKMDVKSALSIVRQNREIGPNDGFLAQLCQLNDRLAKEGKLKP
Rv3671c inh = Rv3671c (M. tuberculosis) protease inhibition; P9WHR9; inhibition, % at 5.96 µM; 320,000 compounds, 0.048% hits; AID 2606; in the data active = inhibition above about 38%;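 note: extracellular domain of Rv3671c used as enzyme; 0% = enzyme with DMSO and 100% = no enzyme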
Target sequence (P9WHR9 whole entry, looked up, the tested form may be a part): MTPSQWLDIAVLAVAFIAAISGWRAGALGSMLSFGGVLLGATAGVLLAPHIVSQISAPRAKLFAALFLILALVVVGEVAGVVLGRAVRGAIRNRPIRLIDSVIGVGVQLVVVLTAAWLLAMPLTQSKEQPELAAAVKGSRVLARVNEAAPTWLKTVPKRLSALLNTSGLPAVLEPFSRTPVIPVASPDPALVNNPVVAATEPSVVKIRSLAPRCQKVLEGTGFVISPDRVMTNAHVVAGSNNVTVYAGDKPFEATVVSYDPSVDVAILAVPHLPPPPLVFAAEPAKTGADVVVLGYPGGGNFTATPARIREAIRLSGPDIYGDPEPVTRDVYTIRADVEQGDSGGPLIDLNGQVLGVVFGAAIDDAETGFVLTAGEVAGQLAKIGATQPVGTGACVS
TcdB GH inh = inhibitors of Clostridioides difficile toxin B glycohydrolase; P18177; TcdB glycohydrolase enzymatic assay, plate reader; inhibition, % at 9.99 µM; 350,000 compounds, 0.24% hits; AID 652162; in the data active = inhibition above about 10%
3CLpro inhibitor = SARS-CoV 3CLpro protease inhibition | P0C6X7 | recombinant SARS-CoV 3CLpro, quenched FRET peptide cleavage | inhibition, % at 6 µM | 290,000 compounds, 0.14% hits; in the data active = inhibition above about 12%
* marks the source's active call; other numbers are inactive results; i = inactive; . = no result given; & = joins results of further samples. These rows are one share of the data (hit frequency here may not be typical).

Results follow in this order: MazF activator, SSB-PriA inh, CCHF vOTU inh, PrPC TRFRET, Vc quorum ag, Y pestis TopoI, VHR inh abs, Rv3671c inh, TcdB GH inh, 3CLpro inhibitor
O=C(C1CCCN1S(=O)(=O)c1ccc(Cl)cc1)N1CCCCC1 (configuration not stated)
→ 3.8, 1.0, 3.7, -7.0, i, -8.6, 11.0, 0.6, -0.7, -3.8
CCC(=O)N(Cc1cc2cc(OC)ccc2[nH]c1=O)c1cccc(C)c1
→ -0.3, 7.1, -4.1, 2.1, -0.3, 10.5, 28.4, -10.4, ., 2.3
CCOc1ccc(-n2c(C)cc(C(=O)CCl)c2C)cc1
→ 2.3, 4.0, -1.9, 5.3, -0.3, 11.0, -2.0, 3.3, -0.3, 8.0
COc1ccc(NS(=O)(=O)c2cccc(C(=O)NNC(=O)c3ccc(NC(C)=O)cc3)c2)cc1
→ 1.9, 5.9, -9.0, -3.6, i, 2.4, ., -12.8, 2.6, .
COc1cc(C2NCCC(=O)C2(C)C)cc(OC)c1OC (configuration not stated)
→ 15.3, 7.0, -12.9, 4.5, -0.4, 4.2, 5.0, -0.9, ., -2.9
O=C(Nc1cccc2ccccc12)c1nn(C23CC4CC(CC(C4)C2)C3)cc1[N+](=O)[O-]
→ 9.3, 12.8, -3.6, -0.7, -0.3, 17.5, 15.4, -34.3, 2.6, 1.3
CC(C)n1cnnc1SCC(=O)Nc1cccc(S(=O)(=O)N(C)c2ccccc2)c1
→ 7.6, 2.4, 0.8, 2.8, -0.3, 7.3, 12.7, -15.5, 0.5, 1.1
O=C(CSc1ccc2nnc(-c3ccncc3)n2n1)NCC1CCCO1 (configuration not stated)
→ 4.9, -14.0&-15.6, 12.0, -7.3, -0.2, 1.4, 12.0, 5.9, 0.5, -1.8
Cc1c(C(=O)NC2CCCc3ccccc32)cccc1[N+](=O)[O-] (configuration not stated)
→ -10.8, -14.0, 0.3, -4.1, -0.2, 4.6, -14.9, 3.8, 2.1, -0.2
O=C(NC(=O)c1cccc(OC(F)(F)C(F)F)c1)OC1CCS(=O)(=O)C1 (configuration not stated)
→ 4.6, 6.7, 12.6, 3.9, i, -6.2, 9.1, 1.7, ., -0.8

New compounds follow.
Results follow in this order: MazF activator, SSB-PriA inh, CCHF vOTU inh, PrPC TRFRET, Vc quorum ag, Y pestis TopoI, VHR inh abs, Rv3671c inh, TcdB GH inh, 3CLpro inhibitor
Cc1cc(OCC(=O)N(Cc2ccccc2)C2CCS(=O)(=O)C2)ccc1Cl (configuration not stated)
→ 4.5, 1.1, 10.5, -12.0, 0.7, 30.8, 19.0, -1.3, 0.0, -4.6
C=C(C)CN1C(=O)C2(OCCO2)c2ccccc21
→ 4.8, -6.0, -6.1, 7.9, -0.8, -5.4, 13.0, -15.9, 1.3, -2.5
CCCCNC(=S)N1CCn2cccc2C1c1ccccc1 (configuration not stated)
→ 0.6, -9.5, -12.3, 11.4, -0.3, -1.3, -0.5, 5.3, 0.7, -0.1
CC1N(O)C(c2ccc(Cl)cc2Cl)N(O)C1(C)C (configuration not stated)
→ 4.6, -16.1, 0.0, -1.9, -0.2, -4.1, 16.3, -2.7, ., 3.1
NC(=O)C1CCN(C(=O)C2CC(=O)N(c3ccc4c(c3)OCCO4)C2)CC1 (configuration not stated)
→ 23.8, 6.3, -6.4, 1.3, i, 2.3, ., 0.9, -0.6, .
COc1ccc(-c2nn(-c3ccccc3C)cc2CNC(C)Cn2cncn2)cc1F (configuration not stated)
→ 3.7, -9.9, 3.5, -0.4, -0.3, 6.4, 25.9, 7.4, ., 0.9
COC(=O)c1c(NC(=O)CSc2nnc(-c3ccco3)n2C)sc(C)c1C
→ 7.9, -18.0, 13.6, 5.5, i, -0.6, -13.9, -4.6, ., -0.2
COc1ccc(C)cc1NC(=O)CN1C(=O)C(=O)N(C2CCCC2)C1=O
→ -2.1, 9.8, -5.4, 9.6, i, 4.7, ., 12.4, 1.4, .
CCC1Oc2ccc(C)cc2N(CC(=O)NCCCN2CCOCC2)C1=O (configuration not stated)
→ 1.7, -2.6, 5.9, 1.1, 0.4, 1.1, 1.9, -4.0, 0.3, 1.1
O=C(NCc1cccnc1)Nc1cccc(Cl)c1
→ 7.5, -6.9, -15.4, -6.8, -1.7, -2.5, -2.9, 3.5, 1.1, -1.5

Continued:
Results follow in this order: MazF activator, SSB-PriA inh, CCHF vOTU inh, PrPC TRFRET, Vc quorum ag, Y pestis TopoI, VHR inh abs, Rv3671c inh, TcdB GH inh, 3CLpro inhibitor
C=CCOc1cccc(CNc2cccc(C(=O)O)c2)c1
→ 2.2, -9.8, -9.2, 8.4, -2.3, 10.8, 25.5, 13.4, -0.5, -1.3
CC(C)=C1C2CCC1C1C(=O)N(c3nc(-c4ccccc4)c(C)s3)C(=O)C21 (configuration not stated)
→ -4.4, -2.3, 10.9, 4.1, -1.4, 30.7, -13.3, -2.3, ., 0.2
CN=CC1=C(O)c2ccccc2C1=O
→ 5.1, 7.1, 18.4, -9.4, 1.5, 0.6, 16.7, -4.4, ., 3.9
COC(=O)c1ccc(CN2CCCC(CO)(Cc3ccccc3F)C2)cc1 (configuration not stated)
→ 8.1, 1.1, -8.4, 0.9, -1.2, -1.2, 9.4, 1.5, 2.1, -2.9
Nc1nc(Nc2ccc(Cl)cc2)nc2ccccc12
→ 12.0, 5.6, -3.8, 16.2, ., -14.7, 20.2, 0.8, ., 1.0
COc1ccc(/C(O)=C2/C(=O)C(=O)N(CCCC(=O)O)C2c2ccc(OC)cc2)cc1 (configuration not stated)
→ 5.0, ., 8.1, 1.6, -2.8, -0.8, 23.5, -2.5, ., -3.2
CCC(=O)NC(C)C(c1cccs1)N1CCN(c2ccccc2)CC1 (configuration not stated)
→ 4.2, -6.7, -2.5, 0.9, 5.3, -7.9, 13.4, 0.9, 0.3, 5.0
CC1CCCN(C(=O)c2ccncc2)C1 (configuration not stated)
→ 4.5, -2.0, -10.2, -1.8, 2.9, -2.6, 5.6, -8.5, ., 4.6
COc1ccc(S(=O)(=O)N2CCCCC2)cc1NC(=O)Cc1ccsc1
→ 1.1, -6.2, 3.0, -2.4, -0.6, 12.3, ., -1.1, 1.3, .
Cc1cc(-c2csc(Nc3ccccn3)n2)ccc1F
→ 1.9, -4.8, 10.1, 2.7, 0.8, -9.8, -17.9, -21.3, 1.0, -0.3

More records
Results follow in this order: MazF activator, SSB-PriA inh, CCHF vOTU inh, PrPC TRFRET, Vc quorum ag, Y pestis TopoI, VHR inh abs, Rv3671c inh, TcdB GH inh, 3CLpro inhibitor
Cc1nonc1C(=O)N/N=C/c1ccc(O)cc1O
→ -2.1, ., 20.6, 12.9, -0.2, 4.5, -9.2, 5.2, -10.2, 0.1
CN1C(=O)/C(=C/c2ccc(C(=O)Nc3ccc(O)cc3C(=O)O)cc2)SC1=S
→ -25.1, 5.5, -4.7, -1.7, -0.4, -2.3, -0.7, -16.9, 0.8, 2.3
Cn1nc(C(=O)NCc2ccc(F)cc2)c2c1-c1ccccc1S(=O)(=O)C2
→ 10.7, -8.4, 6.1, -1.7, -3.1, 8.1, 17.7, 3.0, 1.2, -5.0
Cc1cc(NC(=O)CSc2nnc(C3COc4ccccc4O3)o2)no1 (configuration not stated)
→ 7.4, -15.4, 12.4, -1.4, -0.6, -4.8, 24.9, 6.9, ., 0.5
CCN(CC(=O)N1CCN(Cc2ccccc2)CC1)S(=O)(=O)c1ccc(F)cc1
→ 0.9, -2.9, 8.0, -0.5, 0.5, 5.6, 45.3, -1.7, 0.7, 0.1
COc1ccccc1-n1cnnc1SCC(=O)N1CCN(C(=O)c2ccco2)CC1
→ 10.2, -14.6, -6.7, 5.2, -0.7, 4.9, 25.9, 0.3, 1.3, 5.3
Cc1ccc(N=C2S/C(=C\c3cn(CC(=O)O)c4ccccc34)C(=O)N2C)cc1
→ 22.8, 2.6, 14.5, -11.5, -0.2, -7.8, -20.2, 0.9, ., 7.5
CC(=O)NC12CC3CC(C1)CC(C(=O)Nc1nc4c(C)cccc4s1)(C3)C2
→ 2.6, -10.7, 0.0, -6.1, i, 20.5, -0.2, -8.8, 0.4, 10.6
CCC1(CC)C(=O)NC(=O)NC1=NCCc1c[nH]c2ccccc12
→ 2.3, -12.9, -8.5, -3.6, -0.2, 3.6, -4.6, -0.5, ., -1.8
COc1cccc(C(=O)Nc2ncc3c(n2)CC(C)CC3=O)c1 (configuration not stated)
→ 8.4, 5.0, -3.6, 0.1, i, -3.5, 6.0, 0.2, ., 6.1

Molecules shown so far that have a COOH group (4):
Results follow in this order: MazF activator, SSB-PriA inh, CCHF vOTU inh, PrPC TRFRET, Vc quorum ag, Y pestis TopoI, VHR inh abs, Rv3671c inh, TcdB GH inh, 3CLpro inhibitor
C=CCOc1cccc(CNc2cccc(C(=O)O)c2)c1
→ 2.2, -9.8, -9.2, 8.4, -2.3, 10.8, 25.5, 13.4, -0.5, -1.3
COc1ccc(/C(O)=C2/C(=O)C(=O)N(CCCC(=O)O)C2c2ccc(OC)cc2)cc1 (configuration not stated)
→ 5.0, ., 8.1, 1.6, -2.8, -0.8, 23.5, -2.5, ., -3.2
CN1C(=O)/C(=C/c2ccc(C(=O)Nc3ccc(O)cc3C(=O)O)cc2)SC1=S
→ -25.1, 5.5, -4.7, -1.7, -0.4, -2.3, -0.7, -16.9, 0.8, 2.3
Cc1ccc(N=C2S/C(=C\c3cn(CC(=O)O)c4ccccc34)C(=O)N2C)cc1
→ 22.8, 2.6, 14.5, -11.5, -0.2, -7.8, -20.2, 0.9, ., 7.5

The listing continues.
Results follow in this order: MazF activator, SSB-PriA inh, CCHF vOTU inh, PrPC TRFRET, Vc quorum ag, Y pestis TopoI, VHR inh abs, Rv3671c inh, TcdB GH inh, 3CLpro inhibitor
C=CC[C@H](CC(=O)N(CCO)Cc1ccccc1)C(=O)N[C@H](COC(=O)[C@@H](CC=C)Cc1ccc(F)cc1)C(C)(C)C
→ -7.9, -3.8, 23.8, -2.7, -0.6, 3.3, ., -3.8, 0.9, .
CCSC1=NCCN1S(=O)(=O)c1ccc2ccccc2c1
→ -2.5, -10.0&-22.6, 11.5, -7.8, -0.2, 5.3, 16.0, 0.2, 0.3, 1.3
Cc1cccn2c(=O)c3cc(C(=O)NCC4CCCO4)c(=N)n(CC4CCCO4)c3nc12 (configuration not stated)
→ 10.3, -0.5, -209.3, -53.3, -0.3, -0.3, 33.1, -1.4, -0.2, -1.6
Cc1ccc(S(=O)(=O)Nc2nc(N)n(-c3ccccc3)n2)cc1
→ -11.7, -18.9, -12.8, 1.9, i, 9.0, 7.8, 1.1, 0.9, -1.0
O=C(CSc1nnnn1-c1ccccc1)NC1CCCc2ccccc21 (configuration not stated)
→ 1.3, -4.5, -11.6, 0.3, -0.3, 24.5, 21.9, -9.8, 1.1, 3.7
O=c1[nH]cnc2cc(-c3ccccc3)sc12
→ 8.4, 0.3, 0.9, -1.1, -0.2, -5.3, -18.0, -6.0, ., -3.8
Cc1cccc(NC(=O)CCC2CCN(C(=O)c3ccc(C)s3)CC2)c1
→ -8.8, -5.2, -6.3, 3.0, 4.3, 33.8, 59.8*, -6.8, -0.3, 1.4
O=C(Cc1ccc(Cl)cc1)N1CCN(c2ccccc2)CC1
→ 4.4, -2.4, 1.0, 3.2, i, 16.0, -6.7, 0.5, 0.7, 5.4
O=c1c2c(nc3nc[nH]n13)CCC2
→ 3.7, -1.7, 12.4, -1.8, i, 5.2, 7.6, -2.1, ., -2.8

Molecules shown so far containing a furan ring, fused or not (two):
Results follow in this order: MazF activator, SSB-PriA inh, CCHF vOTU inh, PrPC TRFRET, Vc quorum ag, Y pestis TopoI, VHR inh abs, Rv3671c inh, TcdB GH inh, 3CLpro inhibitor
COC(=O)c1c(NC(=O)CSc2nnc(-c3ccco3)n2C)sc(C)c1C
→ 7.9, -18.0, 13.6, 5.5, i, -0.6, -13.9, -4.6, ., -0.2
COc1ccccc1-n1cnnc1SCC(=O)N1CCN(C(=O)c2ccco2)CC1
→ 10.2, -14.6, -6.7, 5.2, -0.7, 4.9, 25.9, 0.3, 1.3, 5.3
